CHRM1 agonist – activates human CHRM1 receptor. hit rate 0.33% among 360,000. P11229. AID 588814. activation, % at 3 µM. CHO-K1 hM1, Fluo-8 calcium fluorescence, agonist mode; 0% DMSO, 100% acetylcholine EC100;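 active means activation above the run's mean compound activation plus 3 SD, cut at about 16% in these data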;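 further: peak over basal fluorescence ratio within a 140 s kinetic read after compound addition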
Target sequence (P11229 whole entry, looked up): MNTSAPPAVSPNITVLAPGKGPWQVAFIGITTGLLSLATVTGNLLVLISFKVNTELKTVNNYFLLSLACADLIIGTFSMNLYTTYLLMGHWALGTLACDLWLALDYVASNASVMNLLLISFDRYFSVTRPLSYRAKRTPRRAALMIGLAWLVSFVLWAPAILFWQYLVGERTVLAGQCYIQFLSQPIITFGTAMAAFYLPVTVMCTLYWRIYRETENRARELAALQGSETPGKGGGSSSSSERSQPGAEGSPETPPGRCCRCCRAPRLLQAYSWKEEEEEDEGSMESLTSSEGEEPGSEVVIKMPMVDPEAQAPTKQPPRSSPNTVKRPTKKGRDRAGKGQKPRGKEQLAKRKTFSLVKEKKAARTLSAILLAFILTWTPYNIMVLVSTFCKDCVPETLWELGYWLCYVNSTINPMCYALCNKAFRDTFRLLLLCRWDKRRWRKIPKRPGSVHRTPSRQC
CHO-K1 Ca ag – M1 agonist counterscreen hit in parental CHO-K1 cells. Fluo-8 calcium fluorescence; scaled to maximal ATP response, vehicle zero. activation, % at 3 µM. hit rate 0.48% among 360,000; in the data active means activation above about 15%;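 further: untransfected CHO-K1 host cells lacking M1 receptor as counterscreen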
V1aR counter – activates human V1a receptor in oxytocin agonist counter-screen; CHO-V1R cells, Fluo-8 calcium fluorescence, agonist mode; 0% DMSO, 100% 3 nM vasopressin; activation, % at 3 µM; hit rate 0.25% among 320,000; AID 2797;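 active means activation above the mean activation of all tested compounds plus 3 SD, per screening run, cut at about 20% in these data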;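 further: signal is peak over basal fluorescence ratio across a 100 second FLIPR read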
CHO parental Ca – signal in parental CHO cells, OX1R antagonist counter-screen; hit rate 0.63% among 330,000; parental CHO-K1, ATP-induced calcium, Fluo-8 fluorescence; inhibition, % at 5.6 µM; AID 463079;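 active means inhibition above that plate's mean sample inhibition plus 3 SD, cut at about 26% in these data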;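 further: 0% = ATP-challenged DMSO wells and 100% = DMSO wells without ATP; some compounds past the cut are filed as inactive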
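Assay system – parental CHO cells · Reagent – ATP stimulus · Detection – intracellular calcium via Fluo-8 no-wash fluorescent dye · Evaluation – percent inhibition of ATP-evoked calcium rise, normalized to controls · Controls – ATP wells versus no-ATP DMSO wells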
TAAR1 antag – antagonists of human TAAR1 | AID 624466 | hit rate 1.5% among 360,000 | CHO RD-HGA16 TAAR1, Fluo-8 calcium fluorescence, antagonist | inhibition, % at 3 µM | Q96RJ0;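 active means inhibition above a per-plate cutoff, the mean inhibition of test compounds on that plate plus 3 SD, cut at about 49% in these data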;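 further: 0% = DMSO plus EC80 beta-PEA response and 100% = DMSO alone without agonist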
Target sequence (Q96RJ0 whole entry, looked up): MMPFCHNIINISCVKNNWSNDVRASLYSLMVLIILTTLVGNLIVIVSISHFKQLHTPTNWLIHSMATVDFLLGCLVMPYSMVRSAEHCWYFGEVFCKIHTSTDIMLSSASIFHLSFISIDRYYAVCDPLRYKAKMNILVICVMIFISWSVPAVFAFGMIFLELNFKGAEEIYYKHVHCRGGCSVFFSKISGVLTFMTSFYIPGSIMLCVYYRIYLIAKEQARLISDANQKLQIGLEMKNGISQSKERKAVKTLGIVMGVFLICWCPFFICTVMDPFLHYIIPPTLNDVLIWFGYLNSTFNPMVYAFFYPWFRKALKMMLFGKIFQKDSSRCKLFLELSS
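Test system – hTAAR1-expressing CHO RD-HGA16 cells, Gα16-coupled · Also added – β-PEA at EC80 concentration, post-compound challenge · Compound – 3 µM, single point · Incubation – dye loading 75 min at 37 °C, then 30 min room temperature · Measured by – Fluo-8 intracellular calcium dye fluorescence, real-time kinetic reads · Benchmarks – vehicle and agonist controls · Replicates – singlicate, one well per test compound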
CHO-K1 Ca PAM – nonselective activator or artifact in parental CHO-K1 calcium assay; ATP EC20, Fluo-8 calcium fluorescence; 0% at ATP EC20, 100% at ATP max; hit rate 0.02% among 360,000; activation, % at 3 µM; AID 602247;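 active means activation above the run cutoff, the mean activation of all test compounds plus 3 SD, cut at about 40% in these data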;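 further: peak over basal fluorescence ratio in a 140 s read after ATP addition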
TAAR1 ag – agonists of human TAAR1; Q96RJ0; hit rate 0.99% among 360,000; activation, % at 3 µM; CHO RD-HGA16 TAAR1, Fluo-8 calcium fluorescence; vehicle wells 0%, saturating PEA agonist 100%;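 active means activation above the mean activation of all test compounds in the run plus 3 SD, cut at about 38% in these data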
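Benchmarks: low control DMSO, high control PEA (EC100); System: CHO RD-HGA16 cells carrying human TAAR1 plus Gα16; Detection: Fluo-8 fluorescence, 5 s baseline then 140 s kinetic read; Schedule: 17-24 h plating, Fluo-8 75 min 37 °C, 30 min RT; Read-out basis: % activation from peak over basal fluorescence ratio, DMSO-to-PEA scaled.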
OXTR potentiate – potentiates the human oxytocin receptor response; P30559; CHO-OTR cells, Fluo-8 calcium fluorescence, potentiator mode; 0% = oxytocin EC15, 100% = EC100; activation, % at 3 µM; hit rate 0.061% among 320,000;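 active means activation above that plate's cutoff, the mean activation of tested compounds plus 3 SD, cut at about 6.6% in these data, passing the limit was not always enough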;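 further: 100% uses oxytocin at 75 nM as the full agonist control; some results filed as inactive read as strong as hits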
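test system = CHO-OTR cells, human receptor | compound = single-point 3.0 µM | schedule = 6 min compound pre-incubation at room temperature, 100 s kinetic read | signal = Fluo-8 no-wash calcium dye fluorescence, excitation 470-495 nm, emission 515-575 nm | repeats = single well per compound, singlicate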
CHO-K1 Ca antag – M1 antagonist counterscreen hit in parental CHO-K1 cells; hit rate 0.6% among 360,000; ATP-induced calcium, Fluo-8 fluorescence; inhibition, % at 3 µM; AID 602250;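 active means inhibition above a per-plate cutoff, the plate's mean sample inhibition plus 3 SD, cut at about 24% in these data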;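 further: 0% = DMSO plus EC80 ATP and 100% = DMSO alone without ATP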
An asterisk follows results filed as active; · = no result given.

SMILES	CHRM1 agonist	CHO-K1 Ca ag	V1aR counter	CHO parental Ca	TAAR1 antag	CHO-K1 Ca PAM	TAAR1 ag	OXTR potentiate	CHO-K1 Ca antag
Cc1ccc(-n2cnc3sc(C)c(C)c3c2=O)cc1	-5	0.2	-1.6	-20	-16	17	1	-19	-15
O=C(Nc1cccnc1)OC1CCCC1	-2	1.4	0.8	-17	-10	19	0	-6	-12
COc1cc(OC)cc(-c2c(Sc3ccccc3)c3cc(-c4cnc(N5CCOCC5)nc4)ccc3n2C)c1	·	0.2	·	·	0	7	1	·	-3
Cc1ccc(CNCc2ccc3c(c2)OCO3)c(C)c1	-3	0.1	0.7	-14	-3	8	6	1	-5
CCc1nc(SCC(=O)N2CC(=O)Nc3ccccc32)c2c(C)c(C)sc2n1	-4	0.2	0.8	-21	2	0	1	-11	-11
Cc1c2n(c3ccccc13)CC/C2=N\O	-2	0.5	-1.8	-5	-5	-14	0	-3	12
CC(NC(=O)N(Cc1ccccc1)Cc1ccc2c(c1)OCO2)(C(F)(F)F)C(F)(F)F	-6	0.0	-0.6	-4	11	-2	5	5	-4
CCN1CCN(C(=O)c2cc(COc3ccc(F)c(F)c3)on2)[C@@H](C)C1=O	5	5.9	·	·	-18	15	16	·	-9
C#Cc1ccc(NC(=O)C2(C)CCN2C(=O)C2(c3ccccc3)CCCC2)cc1 (configuration not stated)	-9	-0.1	·	·	36	7	-1	·	-6
Cc1ccc(Cn2c(C(C)Nc3nc(-c4ccc(F)cc4)cs3)nc3cc(Cl)c(Cl)cc32)cc1 (configuration not stated)	-1	0.2	1.2	-18	8	1	33	1	-8
O=C(COc1ccc([N+](=O)[O-])cc1Cl)NCCN1C(=O)CSC1=O	-1	0.0	1.8	-4	-2	11	1	1	-12
COc1ccc(C2c3[nH]c4ccccc4c3CCN2C(=O)c2cn3ccccc3n2)c(F)c1 (configuration not stated)	-3	0.3	0.7	-26	20	-16	4	-16	27*
Cc1ccc(NCC(=O)N/N=C/c2cccn2C)cc1	-4	1.6	-1.0	-1	-9	22	2	-4	-6
COc1ccc(-n2ncc3c2CC(C)(C)CC3NC(=O)CCCN2CCCC2=O)cc1 (configuration not stated)	-4	1.5	1.3	-26	-22	17	1	-2	-11
CN(C)C(=O)c1cc(C(=O)c2ccc(C(F)(F)F)cc2F)c[nH]1	-3	1.9	4.3	-6	5	14	4	-6	-1
Cc1cc2cc3c(cc2nc1SCC(=O)O)CCC3	-6	-0.1	2.4	-8	-4	5	0	-15	-7
COc1ccc(C2c3c(c(C)c(C)oc3=O)Oc3c(C)c(C)oc(=O)c32)cc1	-6	0.1	0.1	-21	11	-22	19	2	10
CCON1C(=O)C(C)(C)N(OCC)C(=O)C1(C)C	-3	0.9	-1.4	-11	-10	15	2	4	-12
CC(C)CCNC(=O)CN(C(=O)CCC(=O)Nc1ccccn1)c1ccc2c(c1)OCCO2	-3	0.2	-0.4	-7	-14	4	3	-2	0
O=C1CCc2cc(S(=O)(=O)N3CCN(c4ccccc4)CC3)cc3c2N1CCC3	-2	1.9	-0.6	-18	-16	12	4	-5	-3
O=C(COc1cccc(OC(F)F)c1)Nc1ccc(SC(F)F)cc1	-1	3.1	2.0	0	40	23	3	-17	-9
O=C(CN1CCN(c2ccccn2)CC1)N(c1ccccc1)c1ccc2ccccc2c1	-3	1.4	-0.2	-21	18	21	6	-18	-1
CCN(c1ccccc1)S(=O)(=O)c1ccc(Cl)c(NC(=O)COC(=O)c2cccc(OC)c2O)c1	-4	1.3	4.4	-15	-41	23	3	-10	-9
Cc1ccc2nc(-c3ccc(C#N)cc3)c(Cc3ccccc3)n2c1	·	1.6	·	·	9	14	-1	·	-24
Cc1cccc(C(=O)Nc2ccc3c(c2)C(=O)N(CC(C)C)C3=O)c1	-2	1.3	2.7	-5	17	18	8	-14	-16

Remaining list, next part
SMILES	CHRM1 agonist	CHO-K1 Ca ag	V1aR counter	CHO parental Ca	TAAR1 antag	CHO-K1 Ca PAM	TAAR1 ag	OXTR potentiate	CHO-K1 Ca antag
Cc1cccc(C)c1NC(=S)NC(C)CCc1ccccc1 (configuration not stated)	-7	0.0	3.5	-16	-4	2	-1	-3	2
Cn1c(NC(=O)c2ccccc2)cc(=O)n(C)c1=O	-1	0.2	0.5	1	21	21	-1	-4	-2
Cc1ccc(NC(=O)C/C(N)=N/O)cc1Cl	-2	4.2	0.7	-8	16	14	6	-2	-4
Cc1ccc(N2CCN(C3=NC(=O)/C(=C\c4cn[nH]c4-c4ccccc4)S3)CC2)cc1	-8	4.0	-0.2	-16	32	13	5	-13	-7
COc1ccc(S(=O)(=O)N(CC(=O)O)c2ccc(C)cc2)cc1	0	0.2	0.1	0	11	9	-2	-3	-17
COc1ccc(OC)c(CNC(=O)C(C)n2nc(C)c3c(C)n(-c4ccccc4)nc3c2=O)c1 (configuration not stated)	-5	1.0	1.3	-20	-13	2	-1	-9	-7
CCN(CC)S(=O)(=O)c1cc(NC(=O)C2CC(=O)N(Cc3ccccc3)C2)ccc1Cl (configuration not stated)	-3	7.4	3.6	-14	10	12	13	-6	-2
COc1ccc(Cl)c(NC(=O)C/C(C)=N/NC(=O)CCc2ccccc2)c1	-5	-0.2	1.0	-11	-28	-8	2	-10	-11
Cc1ccc(CC(CC(=O)O)C(=O)NCC23CC4CC(CC(C4)C2)C3)cc1 (configuration not stated)	-2	-0.2	0.0	-2	14	-6	5	-7	4
COCCNC(=O)C1CC(=O)N(C2CCCC2)C1 (configuration not stated)	-7	1.1	0.5	-9	-15	18	9	6	-2
CCCC(=O)c1cc(F)c(N2CCOCC2)cc1C	-5	1.3	-0.2	0	3	18	3	-3	-14
CC(C)NC(=O)CN1C(=O)c2ccccc2S1(=O)=O	-3	-0.1	0.5	-9	10	23	3	-13	-2
CC1CN(c2ccccc2)NC1=O (configuration not stated)	-4	0.8	-0.6	-12	-9	15	0	-14	-16
COc1ccc(/C=C/C(=O)Nc2cccc(S(=O)(=O)NC3=NCCCCC3)c2)c(OC)c1	-3	6.0	3.6	-9	35	-2	9	-8	-9
CC(=O)Nc1ccc(S(=O)(=O)NCc2nc(-c3ccccc3C)no2)cc1	·	·	0.0	-6	0	·	6	-14	·
CCCCC(NC(=O)Cc1c(C)c2cc3c(C)c(C)oc3c(C)c2oc1=O)C(=O)O (configuration not stated)	-2	-1.1	1.2	9	-19	0	-1	4	6
COCCN1C(=O)N[C@@H](c2cccc(F)c2)C(C(=O)OC)=C1C	-4	1.1	1.1	6	2	5	4	-6	-11
COc1ccc(C2C(C#N)=C(N)N(N(C)C)C3=C2C(=O)CC(C)(C)C3)cc1 (configuration not stated)	-3	-0.1	4.7	-7	2	-10	-1	-12	3
O=C(NCCc1csc(-c2ccccc2)n1)c1ccco1	-1	1.8	0.8	-29	12	-22	3	-2	11
Cc1cc(C)nc(SCc2nnc(SCC#N)n2-c2cccc(Cl)c2)n1	-1	1.0	1.7	-10	-23	7	-2	-1	-20
O=C(Nc1nc(-c2cccnc2)cs1)c1ccccc1[N+](=O)[O-]	-2	2.6	1.7	-8	-14	12	0	3	-10
CC1(C)CC(=O)C(Sc2ccccc2)=C(O)C1	0	-0.1	1.5	-9	-36	3	-3	-4	-10
Cc1cccc(-c2nc(CS(=O)CC(=O)N3CCCCC3)c(C)o2)c1 (configuration not stated)	-4	0.7	-0.1	-5	-14	17	0	-3	-3
Cc1[nH]nc2c1C1(CCC(c3ccccc3)CC1)C(C#N)=C(N)O2 (configuration not stated)	9	-0.4	-0.9	-11	24	10	7	-6	-16
COc1cc(C)c(Cl)cc1S(=O)(=O)NCc1ccccn1	-5	1.5	1.9	-13	-6	22	1	5	-8

(more compounds)
SMILES	CHRM1 agonist	CHO-K1 Ca ag	V1aR counter	CHO parental Ca	TAAR1 antag	CHO-K1 Ca PAM	TAAR1 ag	OXTR potentiate	CHO-K1 Ca antag
COC(=O)c1ccc(C2/C(=C(/O)c3ccc(Cl)cc3)C(=O)C(=O)N2C2CCS(=O)(=O)C2)cc1 (configuration not stated)	-1	-0.2	-0.2	-9	-3	16	0	-8	-7
CC(C)C(NC(=O)c1ccc(F)cc1)C(=O)N1CCN(c2ccccn2)CC1 (configuration not stated)	-3	0.0	-0.4	-29	9	24	8	-2	4
COc1cc(-c2c(C(C)=O)c(C)nc3c2C(=O)c2ccccc2-3)cc(OC)c1OC	-3	-0.4	·	·	1	-1	-1	·	0
O=C1CCC[C@H]2c3[nH]c4ccccc4c3CCN12	-4	0.8	0.4	-8	-9	21	1	0	-6
C=CCNC(=O)C1CC2Cn3c(nc4cc(C)c(C)cc43)C2N1C (configuration not stated)	-10	0.4	0.4	-2	7	11	-2	5	-13
Cc1cccc(C(=O)OCC(=O)N2CCCC2=O)c1[N+](=O)[O-]	-1	0.5	0.4	-6	-5	15	1	-1	4
COc1ccccc1C(C)Nc1nc(-c2cccnc2)nc2ccccc12 (configuration not stated)	-9	1.3	0.2	-25	21	10	1	2	-3
CCN(c1ccccc1)S(=O)(=O)c1ccc(OCc2c(C)noc2C)cc1	-3	0.5	1.2	-21	11	1	1	-14	-6
O=C(c1ccccc1C(=O)N1CCN(c2ccc(F)cc2)CC1)N1CCN(c2ccc(F)cc2)CC1	-3	2.9	1.4	-15	24	11	4	-4	-1
CCCCCCn1cc(CN2CC(N3CCN(C)CC3)CS2(=O)=O)nn1 (configuration not stated)	·	0.7	·	·	-6	22	0	·	-31
C[C@@H]1CN([C@H](C)CO)C(=O)c2cc(Br)cnc2O[C@@H]1CN(C)C(=O)Cc1ccccc1	0	0.1	·	·	-12	-2	1	·	-5
CCOC(=O)c1c(CSc2ccccc2)n(C)c2cc(Br)c(OCC(O)CNC(CO)(CO)CO)cc12 (configuration not stated)	-8	0.7	0.7	90*	29	6	2	1	-2
C[C@@H]1CN([C@@H](C)CO)S(=O)(=O)c2ccc(-c3ccc(C(=O)N(C)C)cc3)cc2O[C@@H]1CN(C)Cc1ccccc1C(=O)O	-8	0.1	·	·	-15	5	0	·	-4
Cc1nc2scc(C)n2c(=O)c1S(=O)(=O)Nc1ccc(N2CCN(S(C)(=O)=O)CC2)cc1	-1	2.0	5.8	-9	21	-13	8	-1	2

3 compounds out of the list above, ordered by the number in CHRM1 agonist, smallest number first.
| smiles | CHRM1 agonist |
| --- | --- |
| CCN(c1ccccc1)S(=O)(=O)c1ccc(OCc2c(C)noc2C)cc1 | -3 |
| COC(=O)c1ccc(C2/C(=C(/O)c3ccc(Cl)cc3)C(=O)C(=O)N2C2CCS(=O)(=O)C2)cc1 (configuration not stated) | -1 |
| C[C@@H]1CN([C@H](C)CO)C(=O)c2cc(Br)cnc2O[C@@H]1CN(C)C(=O)Cc1ccccc1 | 0 |

Hits appear at their usual frequency, and some 3.3% of all compounds hit somewhere here.
